MsrA inhibitor: inhibits bovine methionine sulfoxide reductase A. purified bovine MsrA, absorbance read-out. inhibition, % at 15.5 µM. hit rate 0.75% among 360,000. AID 651718; in the data active = inhibition above about 4.5%;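 note: 0% = vehicle wells with enzyme and 100% = reference inhibitor wells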
MsrA act: activates bovine MsrA enzyme | purified bovine MsrA, absorbance read-out | activation, % at 10.6 µM | hit rate 0.3% among 360,000 | AID 602163; in the data active = activation above about 7.5%;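 note: 0% = vehicle and 100% = reference activator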
NRP1-CendR mod: modulators of CendR peptide binding to human neuropilin-1 | O14786 | FAM-RPARPAR peptide binding to NRP-1, fluorescence polarization | inhibition, % at 25 µM | hit rate 0.85% among 360,000 | AID 602438;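 active = inhibition or corrected inhibition above about 18%, plus a signal ratio from 0.5 to 1.5, limit read from the data, passing the limit was not always enough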; note: strong numbers were not always called active
SUMO1 PPI mod: alters human SUMO1 binding to SIM partners; inhibition, % at 20 µM; SUMO1 binding to a labelled peptide, TR-FRET, 1 h; hit rate 0.33% among 360,000; P63165; in the data active = inhibition above about 37%
E coli Lon inh: inhibitors of E. coli Lon protease; purified E. coli Lon protease, fluorescence polarization; inhibition, % at 7.94 µM; hit rate 0.42% among 360,000; in the data active = inhibition above about 13%, passing the limit was not always enough;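 note: 0% = enzyme with probe and DMSO and 100% = no enzyme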
Tb MetRS inh: Trypanosoma brucei MetRS inhibition; purified T. brucei MetRS, ATP depletion, Kinase-Glo luminescence; inhibition, % at 11.9 µM; hit rate 0.4% among 360,000; AID 624268;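 active = inhibition above a per-plate cutoff of the control wells' mean inhibition plus 3 SD, cut at about 5.5% in these data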;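 note: 0% = DMSO wells median and 100% = median of wells with control inhibitor compound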
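assay system = parasite MetRS enzyme | timing = 15 min preincubation, 2 h reaction, all 25 °C | evaluation = percent inhibition relative to median high and low control wells | medium = HEPES buffer containing pyrophosphatase, BSA, spermine, DTT | compound = single dose, 11.9 µM final nominal, 0.9% final DMSO | detection = Kinase-Glo luminescence, ATP depletion format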
DNMT1 block: DNMT1 (human) enzyme inhibition; DNMT1 molecular beacon, Hinp1I cleavage, fluorescence; inhibition (reported as % activation of signal), % at 10 µM; hit rate 0.83% among 360,000; in the data active = inhibition above about 50%
Target sequence (P26358 504-1616 limits assumed): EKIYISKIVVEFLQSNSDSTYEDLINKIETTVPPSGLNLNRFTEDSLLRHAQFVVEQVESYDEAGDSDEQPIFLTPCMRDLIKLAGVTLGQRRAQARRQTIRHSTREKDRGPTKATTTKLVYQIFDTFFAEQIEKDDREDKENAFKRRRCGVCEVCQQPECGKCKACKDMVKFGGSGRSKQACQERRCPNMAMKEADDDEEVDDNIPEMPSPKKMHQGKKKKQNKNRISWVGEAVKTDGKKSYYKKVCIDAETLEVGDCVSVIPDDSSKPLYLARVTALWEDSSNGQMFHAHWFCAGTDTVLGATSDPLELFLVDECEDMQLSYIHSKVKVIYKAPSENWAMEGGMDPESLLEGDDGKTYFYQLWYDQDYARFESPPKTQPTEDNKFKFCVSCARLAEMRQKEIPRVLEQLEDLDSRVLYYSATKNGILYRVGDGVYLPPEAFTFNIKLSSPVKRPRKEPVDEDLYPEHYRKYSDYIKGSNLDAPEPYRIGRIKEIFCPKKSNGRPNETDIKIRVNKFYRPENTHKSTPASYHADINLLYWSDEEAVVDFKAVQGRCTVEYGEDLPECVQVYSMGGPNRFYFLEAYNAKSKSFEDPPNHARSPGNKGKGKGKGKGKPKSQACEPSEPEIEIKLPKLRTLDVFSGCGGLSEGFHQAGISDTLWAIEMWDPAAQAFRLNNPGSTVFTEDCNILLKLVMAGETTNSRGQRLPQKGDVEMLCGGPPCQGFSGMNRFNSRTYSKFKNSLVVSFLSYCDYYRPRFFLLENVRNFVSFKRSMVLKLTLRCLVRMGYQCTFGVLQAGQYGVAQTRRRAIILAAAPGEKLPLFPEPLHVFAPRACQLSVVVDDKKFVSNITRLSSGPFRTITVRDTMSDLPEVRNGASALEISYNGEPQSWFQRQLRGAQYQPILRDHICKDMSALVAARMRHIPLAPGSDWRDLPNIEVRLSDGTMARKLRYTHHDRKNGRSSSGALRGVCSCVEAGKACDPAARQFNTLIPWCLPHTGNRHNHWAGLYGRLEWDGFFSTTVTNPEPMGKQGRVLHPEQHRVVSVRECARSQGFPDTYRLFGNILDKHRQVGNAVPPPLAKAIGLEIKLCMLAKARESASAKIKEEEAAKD
LMPTP inh: LMPTP (human) inhibition; P24666; recombinant LMPTP-A, OMFP fluorogenic substrate, fluorescence intensity; inhibition, % at 20 µM; hit rate 0.22% among 360,000;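 active = compounds that cut the enzyme signal by at least half of the control window in the single-dose screen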;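 note: plate controls were DMSO wells with enzyme plus substrate for no effect and substrate without enzyme for full effect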
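Assay system: LMPTP-A enzyme. Input: 0.625 nM LMPTP-A final. Probe or stimulus: 400 µM OMFP. Compound dosing: single 20 µM dose. Schedule: 50 min dark incubation at room temperature. Detection: fluorescence intensity of OMFP turnover product. Read-out: percent inhibition versus substrate-only and uninhibited controls. Benchmarks: no-enzyme low control, uninhibited high control.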
STEP block: blocks human striatal-enriched tyrosine phosphatase; AID 588621; P54829; recombinant STEP, OMFP fluorogenic substrate, fluorescence; hit rate 0.25% among 360,000; inhibition, % at 20 µM;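 active = inhibition at 20 µM, scaled per plate between control wells, above about 37%, limit read from the data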;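 note: 0% = DMSO with enzyme and substrate and 100% = substrate only without enzyme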
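Assay system: isolated STEP enzyme / Timing: 20 min at room temperature, dark / Doses: 20 µM, 1% DMSO / Technique: fluorescence intensity, excitation 480 nm, emission 540 nm / Reagent: fluorogenic phosphatase substrate OMFP at 25 µM final / Measure: percent inhibition scaled to no-enzyme and uninhibited-enzyme controls, plate-pattern corrected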
Scp1 inh: blocks human Scp-1 phosphatase activity | inhibition, % at 20 µM | Q9GZU7 | AID 493091 | hit rate 0.88% among 340,000 | Recombinant Scp1, phosphopeptide, malachite green phosphate absorbance;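 active = inhibition above about 50% at 20 µM, limit read from the data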;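 note: plate controls were DMSO wells with enzyme for no effect and wells lacking enzyme for full effect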
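Incubation: 45 min enzyme reaction at room temperature / System: truncated SCP-1 phosphatase (76-261aa) / Reagent: Phospho 17-mer peptide substrate / Buffer or medium: Acidic Tris acetate buffer with magnesium and detergent / Signal: absorbance at 630 nm / Doses: one concentration, 20 µM, with 1.0% DMSO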
An asterisk follows results filed as active; nt = no result given.

SMILES	MsrA inhibitor	MsrA act	NRP1-CendR mod	SUMO1 PPI mod	E coli Lon inh	Tb MetRS inh	DNMT1 block	LMPTP inh	STEP block	Scp1 inh
C#CCOCCOCCOCCNc1nc(N2CCN(C(=O)CCCCCCCCCCNC(=O)[C@H](CCCCN)n3cc(C)nn3)CC2)nc(N2CCN(C(=O)CCCCCCCCCCNC(=O)[C@H](CCCCN)n3cc(CCCC(=O)O)nn3)CC2)n1	nt	-1.8	-12.8	-169.2	-0.3	-0.1	-102.5	-7.3	-2.7	9.3
Cc1ccc2c(c1)C(c1ccc(F)cc1)N(C(=O)C1CC1)CC(=O)N2 (stereo not drawn)	1.5	-2.4	-0.2	1.6	-5.6	-0.4	2.2	0.4	0.1	-9.1
COc1cc(C2/C(=C(\O)c3ccc4c(c3)OCCO4)C(=O)C(=O)N2Cc2ccco2)ccc1O (stereo not drawn)	2.5	-8.2	11.9	-7.8	1.6	-0.6	-0.7	0.9	1.2	2.4
CSCCC(NS(=O)(=O)c1ccc(C)cc1)C(=O)N1CCCC1 (stereo not drawn)	-1.0	-1.6	2.5	0.3	-6.6	0.1	1.6	-0.3	-2.1	-0.8
COC(=O)c1cc(S(=O)(=O)N2CCN(Cc3ccccc3)CC2)cn1C	1.0	0.4	-10.3	-3.6	-1.6	-0.1	0.9	-0.4	-0.9	-1.2
C=CC[C@H]1CC(C)=C[C@H](CC=C)N1C(=O)c1cc(COc2ccccc2SC)on1	1.4	-2.3	1.6	0.9	-2.3	-0.4	1.7	8.2	3.1	-4.8
O=S(=O)(NCc1cc(-c2ccccc2Cl)no1)c1ccccc1	0.1	-6.1	1.5	0.0	3.5	0.5	-3.8	-1.3	-0.1	-7.8
COc1cccc(/C=N/Nc2nnc(C)n2N)c1O	0.4	-5.7	-2.0	-2.8	3.8	-1.0	0.5	0.2	-4.8	-15.2
Cc1ccccc1OCC(=O)NCC(=O)OCC(=O)c1ccc([N+](=O)[O-])cc1	-0.4	-0.3	-1.1	-30.8	-10.1	-0.2	-9.4	-0.1	1.6	-8.3
COc1cc(C2C(C(=O)c3ccco3)=C(O)C(=O)N2Cc2cccnc2)cc(OC)c1OC (stereo not drawn)	nt	-8.1	5.1	-4.4	-4.3	-1.3	-0.8	-2.0	-2.7	-1.1
CC(CC(=O)N1CCN(S(=O)(=O)c2ccc([N+](=O)[O-])cc2)CC1)c1ccccc1 (stereo not drawn)	0.5	-9.3	14.5	-38.1	-10.7	-0.6	2.8	-0.2	6.3	8.1
CC(=O)NC(Cc1c[nH]c2ccccc12)C(=O)Nc1ccc2c(c1)OCO2 (stereo not drawn)	-0.1	-3.1	0.1	1.3	-0.6	-0.6	-6.4	0.0	-1.8	-2.2
CC1(C)CC(=O)C(C=NCCN2CCN(CC(=O)Nc3ccc(Cl)cc3)CC2)=C(O)C1	0.1	-8.9	6.1	0.9	-3.5	-0.5	4.0	-1.6	2.9	-2.2
CN(C(=O)c1ccc(NC(=O)Cc2ccc(NC(=O)C3CCN(C(=O)C4CCCC4)CC3)cc2)cc1)C1CCCC1	-0.3	1.7	-2.8	-1.9	2.7	1.2	-2.2	1.0	-0.2	-10.9
CC(=O)NC1(C2CCCCC2=O)CCCCC1 (stereo not drawn)	1.1	-6.3	5.7	-2.6	10.4	0.0	2.1	-2.0	1.0	-11.3
O=C(CCNS(=O)(=O)c1ccccc1)OCC(=O)c1ccc(F)cc1	0.3	-4.3	-0.9	3.1	1.8	-0.4	0.7	0.0	-0.5	-6.6
COc1ccc(NC(=O)Nc2nccs2)cc1	-1.2	-7.9	4.3	1.1	16.5*	-1.4	6.9	-1.4	-0.2	-0.3
CCOc1ccc2c(c1)S/C(=C\c1cccs1)C(=O)N2	-0.5	-8.2	-67.6	-0.7	-10.6	-0.3	5.1	2.3	-0.6	5.7
COc1ccc(C(=O)COC(=O)Cn2cnc3ccccc3c2=O)c(OC)c1	-0.3	-2.7	-4.7	2.8	-14.4	-0.1	-2.6	0.8	-0.4	-2.7
CC(C)Cn1c(N2CCN(CC(=O)Nc3ccc(Cl)cc3)CC2)nc2ccccc21	1.0	-9.0	0.0	-1.5	8.9	0.3	3.6	1.6	0.4	2.6
N#Cc1ccc(CN2CCN(C(=O)Cn3nc(C(N)=O)c4ccccc4c3=O)CC2)cc1	-0.8	0.6	7.8	-4.2	-0.8	-0.9	-2.2	-1.6	-1.0	39.0
Cc1ccccc1NS(=O)(=O)c1ccc(C(=O)NCC(c2ccccc2)N(C)C)cc1 (stereo not drawn)	-0.5	-9.6	2.2	0.2	-2.1	-0.8	2.1	-2.8	-1.1	-4.8
O=C(NCc1ccc(F)cc1)C(c1ccccc1)N(CC1CCCO1)C(=O)Cn1nnc2ccccc21 (stereo not drawn)	-0.6	-3.6	1.0	-2.3	-5.0	0.1	-0.3	-0.5	-1.7	-14.7
O=C(Nc1nccs1)NC1CCCCC1	1.2	-4.5	-6.4	-1.8	-7.9	0.1	0.2	-0.3	1.0	-11.2
Cc1c(Cl)c([N+](=O)[O-])nn1Cc1ccc(C(=O)Nc2ccc(Cl)cn2)o1	0.2	0.2	2.5	-13.8	4.4	-0.4	5.1	2.0	0.1	-8.3
(list continues)
SMILES	MsrA inhibitor	MsrA act	NRP1-CendR mod	SUMO1 PPI mod	E coli Lon inh	Tb MetRS inh	DNMT1 block	LMPTP inh	STEP block	Scp1 inh
CCc1ccc2c(c1)NC(=O)C2(C)Cc1ccc(OC(F)(F)F)cc1 (stereo not drawn)	1.6	-1.2	3.0	0.3	6.4	-0.4	0.1	4.1	0.9	nt
COc1ccc2c(c1)c(CC(=O)Nc1ccc(C)cc1)c(C)n2C(=O)c1ccc(Cl)cc1	-1.0	-0.7	3.9	-2.2	-11.0	-0.7	-3.1	2.2	1.5	-0.3
CCN(Cc1ccccc1)Cc1cccc([N+](=O)[O-])c1	0.0	-2.2	-0.2	-9.5	2.5	0.3	-4.0	-1.9	3.1	-10.7
CCC(COC(=O)Nc1cccc(C)c1C)NC(=O)OCC(C)C (stereo not drawn)	0.4	-4.6	7.2	-2.6	0.3	-0.5	-0.1	-0.8	-0.6	-2.7
COC(=O)c1c(-c2ccc(N(C)C)cc2)sc2ccc(OC)cc12	-0.4	2.9	-2.8	5.5	-5.0	0.3	-7.0	3.5	0.3	-2.3
CN(c1ccc(F)cc1)S(=O)(=O)c1ccc(Cl)c(C(=O)Nc2ccncc2)c1	0.2	-1.6	-1.0	-2.2	-15.1	-0.5	-1.5	0.1	1.4	1.6
O=C1CCCCCN1Cc1nnc(SCc2nc3ccccc3s2)n1-c1ccccn1	1.7	-1.1	-2.7	-3.7	-11.1	-0.5	-3.2	-0.4	0.3	1.4
CCN(CC)CCOc1ncnc2c1oc1ccccc12	-0.9	-2.8	-2.1	-2.0	15.0	-0.4	7.9	-0.7	1.6	-2.0
COC(=O)[C@]1(Cc2ccccc2)N[C@H](CN(C)S(=O)(=O)c2ccc(-c3ccccc3)cc2)[C@@H]2C(=O)N(Cc3ccccc3)C(=O)[C@@H]21	2.2	-1.4	4.1	1.0	1.2	-1.5	0.1	0.0	1.7	-10.6
Cc1noc(C)c1S(=O)(=O)NC(=O)C1(C)CCN1C(=O)C1(c2ccc(Cl)cc2)CC1 (stereo not drawn)	-0.9	-3.4	2.2	-2.4	-10.1	-0.3	3.3	-1.7	-2.7	nt
Cc1nc(C)c(C(=O)Nc2cccc(C)c2C)o1	-0.1	-1.2	4.2	0.8	0.3	-0.6	4.0	0.6	0.5	-6.0
CC1(N=Cc2cc(Cl)ccc2O)COP(=O)(Nc2ccccc2)OC1 (stereo not drawn)	0.9	-1.4	-6.1	2.7	0.3	-0.2	-37.4	0.8	0.4	-2.8
Clc1ccc(OCc2nc(-c3ccccn3)no2)c(Br)c1	0.5	0.2	-10.4	6.6	9.7	5.8*	-6.8	2.0	-2.7	-9.8
O=C(CN1C(=O)NC2(CCCCC2)C1=O)N1CCN(S(=O)(=O)c2cccc(F)c2)CC1	0.8	-9.8	3.0	2.1	-7.7	-0.8	0.9	-1.2	-2.5	9.5
COc1ccc(C=CC(=O)c2ccc([N+](=O)[O-])cc2)cc1	-0.5	0.7	-19.0	-19.4	-26.9	-0.1	1.7	2.3	-1.5	-10.5
Cc1ccccc1C(=O)Nc1c2c(nn1C(C)(C)C)CS(=O)(=O)C2	1.3	-2.2	6.9	-0.2	-4.0	-0.3	1.7	-0.7	-2.8	-4.6
Cc1c(NC(=O)c2ccco2)cccc1-c1nc2cccnc2s1	-0.9	-0.2	-2.8	-1.9	4.4	0.2	-8.9	0.9	-2.1	-4.8
CC(Cl)C(=O)c1ccc2c(c1)CCN2C(=O)C1CC1 (stereo not drawn)	1.2	-8.2	-2.3	-1.7	-4.6	-1.5	5.4	0.4	-1.6	14.4
CCOc1ccc(NC(=O)CSc2nnc(Cn3c(=O)sc4ccccc43)n2C)cc1	0.0	3.5	2.3	4.6	-5.6	0.1	0.9	0.0	-1.3	-4.1
Cc1ccc(-c2c(C(=O)NNC(=S)NCC3CCCO3)csc2C)cc1 (stereo not drawn)	-0.4	4.3	8.8	-0.8	-7.5	0.0	1.5	0.0	1.3	-3.4
CCN1CCN(C(=O)/C=C/c2c(F)cccc2Cl)CC1	-0.1	-2.9	-6.6	-2.2	-16.7	-0.1	-1.8	-2.1	-2.4	-9.6
Cc1ccc(C(=O)NNC(=O)CCOc2cccc(C)c2)cc1	1.3	-1.1	-1.6	-2.2	-8.1	0.0	-2.5	-1.3	-0.2	-4.6
CN(C)CC#CCC(O)(c1ccccc1)C1CCCCC1 (stereo not drawn)	-0.8	-6.0	-4.5	4.2	-7.8	-1.5	1.3	0.3	-2.0	3.8
O=C(NCc1ccccc1)C(c1ccco1)N(C(=O)c1ccccn1)c1ccc(F)cc1 (stereo not drawn)	-0.7	-1.9	0.5	0.3	-5.7	0.4	-4.2	0.1	-2.4	-1.1
COc1ccc(-n2nc(C)c3sc(C)nc3c2=O)cc1	-0.1	-2.2	3.6	-2.1	-5.8	-0.3	-5.7	-0.5	1.0	-0.7

Record cards, as listed above:
Profile of COc1ccc2c(c1)c(CC(=O)Nc1ccc(C)cc1)c(C)n2C(=O)c1ccc(Cl)cc1 = MsrA inhibitor = -1.0; MsrA act = -0.7; NRP1-CendR mod = 3.9; SUMO1 PPI mod = -2.2; E coli Lon inh = -11.0; Tb MetRS inh = -0.7; DNMT1 block = -3.1; LMPTP inh = 2.2; STEP block = 1.5; Scp1 inh = -0.3
Profile of Cc1ccc(C(=O)NNC(=O)CCOc2cccc(C)c2)cc1 = MsrA inhibitor = 1.3; MsrA act = -1.1; NRP1-CendR mod = -1.6; SUMO1 PPI mod = -2.2; E coli Lon inh = -8.1; Tb MetRS inh = 0.0; DNMT1 block = -2.5; LMPTP inh = -1.3; STEP block = -0.2; Scp1 inh = -4.6

Assay outcomes deposited in PubChem BioAssay by several laboratories.
